DYRK1A inh: rat Dyrk1A kinase inhibitors, primary screen, biochemical, single point, plate reader; ADP-Glo luminescence, NFATc1 peptide; inhibition, % at 12.5 µM; actives 0.43% (n = 310,000); Dual specificity tyrosine-phosphorylation-regulated kinase 1A (Rattus norvegicus), Q63470; AID 504441, 2011; in the data active = inhibition above about 50%;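 note: plate controls were vehicle with enzyme for no effect and no enzyme for full effect; many of its hits are not listed in these tables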
* marks the source's active call; other numbers are inactive results; & = joins results of further samples.

SMILES	DYRK1A inh
O=C(COC(=O)C12CC3CC(CC(O)(C3)C1)C2)Nc1cccc(Br)c1	1
C=CCn1c(C)nnc1SCC(=O)Nc1cc(S(=O)(=O)N2CCCC2)ccc1Cl	-2
CC(=O)N1CCN(C(C)=O)c2ccccc21	2
COc1ccc(C(CNC(=O)c2ccc(S(=O)(=O)Nc3cccc(C)c3C)cc2)N2CCOCC2)cc1 (stereo unspecified)	-1
O=C(CC1Sc2ccccc2NC1=O)NNc1ccc(F)cc1 (stereo unspecified)	-4
CC(Nc1ccc(S(=O)(=O)N2CCN(C)CC2)cc1[N+](=O)[O-])c1ccccc1 (stereo unspecified)	-6
O=C1OCCN1C(=O)[C@H]1[C@H](c2ccc([N+](=O)[O-])cc2)C(c2ccc(F)cc2)=NN1c1ccccc1	1
Cc1ccc(S(=O)(=O)NCC(NCc2ccc(F)cc2)c2ccccc2)cc1 (stereo unspecified)	-17
O=C(C=Cc1ccccc1)N1CCCCC1	-5
Cc1cn(CC(=O)NCCCn2ccnc2)c(=O)[nH]c1=O	7
COC(=O)C1=C(C(=O)OC)[C@]2([C@@H]3CC=CCN[C@@H](Cc4ccccc4)C(=O)N3Cc3ccccc3)C=C[C@H]1O2	2
COc1ccccc1NC(=O)COC(=O)CCC(=O)c1cccs1	0
Cc1ccc(CSCC(=O)Nc2cc(S(=O)(=O)N3CCOCC3)ccc2OCC(F)(F)F)cc1	-1
COc1cccc(C(CCc2cc(OC)c(OC)c(OC)c2)NC(C)=O)c1 (stereo unspecified)	-1
Clc1ccccc1N=Nc1ccccn1	2
O=C1NC(Cc2ccc(O)cc2)c2nc3cc(Cl)ccc3c(=O)n2-c2cc(Cl)ccc21 (stereo unspecified)	1
O=S(=O)(c1ccc(C(F)(F)F)cc1)N1CCN(CCOc2ccccc2)CC1	7
C[C@@H]1C(c2ccccc2)=NN(c2ccc(Br)cc2)[C@H]1C(=O)N1CCOC1=O	-3
CCCN=C1N(C)C[C@@H]2[C@@H]3C(=O)N(C)C(=O)[C@@H]3[C@](C)(C(=O)OC)N12	-1
CC(=O)Nc1ccc(NC(=O)c2cc(S(=O)(=O)N3CCCCC3)ccc2N2CCOCC2)cc1	7
CCCCCCCCCCCCCCCC[n+]1ccccc1	16&1
CC[C@]12c3[nH]c4cc(CCC(=O)N(C)C)ccc4c3CCN1C(=O)[C@@H](CC(=O)NCC13CC4CC(CC(C4)C1)C3)C[C@@H]2C(=O)N1CCN(C(=O)c2ccco2)CC1	0
O=C(O)C(SC(C(=O)O)c1ccccc1)c1ccccc1 (stereo unspecified)	-6
CCN(C(=O)c1ccncc1)c1c(N)n(Cc2ccccc2)c(=O)[nH]c1=O	1
O=C(O)C(c1ccccc1)C1(O)CCC1 (stereo unspecified)	4

Quoted from the listing:
Entry for COc1cccc(C(CCc2cc(OC)c(OC)c(OC)c2)NC(C)=O)c1 (stereo unspecified) under DYRK1A inh: -1
Entry for O=C(C=Cc1ccccc1)N1CCCCC1 under DYRK1A inh: -5

(listing goes on)
SMILES	DYRK1A inh
CN(c1ccc(F)cc1)S(=O)(=O)c1ccc(Cl)c(C(=O)NCC(c2ccco2)N2CCCCC2)c1 (stereo unspecified)	-1
CCCCc1ccc(NS(=O)(=O)c2cccc(C(=O)N3CCNC(=O)C3)c2)cc1	0
C[C@]12CC[C@H](O)C[C@@H]1CC[C@@H]1[C@@H]2CC[C@@]2(C)[C@H]1CCC(=O)[C@]21CCCO1	0
COc1ccc(NC(=O)c2ccc(NC(=O)c3nc4nc(C)cc(C)n4n3)cc2)cc1	13
CCN(CC)S(=O)(=O)c1cc(C(=O)Nc2cc(S(=O)(=O)N3CCOCC3)ccc2N2CCCC2)ccc1F	3
COc1ccc(C(CNC(=O)c2cccc(S(=O)(=O)Nc3ccc(F)cc3)c2)N2CCCC2)cc1 (stereo unspecified)	1
O=C1CCC(C(=O)OCc2nnc(-c3ccc(Br)cc3)o2)=NN1	-1
Cc1ccc(CONC(=O)c2ccccc2Cl)cc1	-1
COc1cc(C(=O)NC2CCN(C)CC2)ccc1Nc1ncc2c(n1)N(Cc1ccccc1)CCC(=O)N2C	43
COc1ccccc1NS(=O)(=O)c1ccc(NC(=O)c2ccccn2)cc1	-10
CON=C(C(=O)NC1C(=O)N2C(C(=O)O)=C(CSc3nc(=O)c(=O)[nH]n3C)CSC12)c1csc(N)n1 (stereo unspecified)	-10
O=C(CCC(=O)N1CCN(S(=O)(=O)c2ccc(Cl)cc2)CC1)NCc1cccc(C(F)(F)F)c1	-1
COc1cccc2c1C(=O)c1c(O)c3c(c(O)c1C2=O)CC(O)(C(=O)CO)CC3OC1CC(N(C)C)C(O)C(C)O1 (stereo unspecified)	3
Cc1cccc(N2CCN(C(=O)COc3ccc4c(c3)CCC4)CC2C)c1 (stereo unspecified)	1
CN(C(=O)c1cccc(NC(=O)Cc2ccc(NC(=O)C3CCCN(S(=O)(=O)c4cccc([N+](=O)[O-])c4)C3)cc2)c1)C1CCCC1 (stereo unspecified)	-1
COCCCNC(=O)C[C@H]1C[C@H](C(=O)N2CCCCC2)[C@@]2(C)c3[nH]c4cc(-c5ccco5)ccc4c3CCN2C1=O	-2
O=c1[nH]nc(SC2CCCCC2)c(=O)[nH]1	1
Nc1cc(Cc2ccccc2)ccc1O	0
ClCC(CNCc1ccccc1)c1ccccc1 (stereo unspecified)	-5
c1ccc2c(c1)ccn2CCCN1CCCCC1	7
CC(C)[C@H]1COCCS(=O)(=O)N1Cc1ccccc1-c1ccccc1	4
CN(C(=O)c1ccc(NC(=O)Cc2cccc(NC(=O)C3CCN(C(=O)C4CCC4)CC3)c2)cc1)C1CC1	5
N#Cc1ccc(C(=O)N2CCC3CC2c2cc(-c4ccc(F)cc4)ccc23)cc1 (stereo unspecified)	13
CN(C=O)c1cc([N+](=O)[O-])ccc1OCc1ccccc1	0
CN(CCc1ccccc1)C(=O)c1ccc(NC(=O)Cc2ccc(NC(=O)C3CCN(S(=O)(=O)c4cccc([N+](=O)[O-])c4)CC3)cc2)cc1	-3

Pulled one by one from the entries so far:
SMILES	DYRK1A inh
CON=C(C(=O)NC1C(=O)N2C(C(=O)O)=C(CSc3nc(=O)c(=O)[nH]n3C)CSC12)c1csc(N)n1 (stereo unspecified)	-10
CN(CCc1ccccc1)C(=O)c1ccc(NC(=O)Cc2ccc(NC(=O)C3CCN(S(=O)(=O)c4cccc([N+](=O)[O-])c4)CC3)cc2)cc1	-3
c1ccc2c(c1)ccn2CCCN1CCCCC1	7
O=c1[nH]nc(SC2CCCCC2)c(=O)[nH]1	1

The list goes on.
SMILES	DYRK1A inh
C[C@H](CO)N1C[C@H](C)[C@@H](CN(C)C(=O)Nc2ccc(C(F)(F)F)cc2)Oc2ccc(NC(=O)NC3CCCCC3)cc2C1=O	1
O=C1C(Cl)=C(NCCCN2CCOCC2)C(=O)c2ccccc21	8
COc1ccc(CNC(=O)COC(=O)C2=Cc3ccccc3OC2)cc1	5
CC(Sc1nnc(C2CC2)n1-c1ccccc1)C(=O)N1CCNC1=O (stereo unspecified)	6
CCN(C[C@H]1N[C@@](CC)(C(=O)OC)[C@H]2C(=O)N(Cc3ccccc3)C(=O)[C@@H]12)C(=O)c1ccc(C(C)(C)C)cc1	-7
CC1CC(C)(C)CC2(C1)NC(=O)N(CC(=O)N1CCN(Cc3ccc(C#N)cc3)CC1)C2=O (stereo unspecified)	2
Cc1cccc(OCC(=O)NCC(c2ccco2)N2CCCC2)c1 (stereo unspecified)	6
CC(OC(=O)c1cnccn1)C(=O)Nc1nc(-c2cccc([N+](=O)[O-])c2)cs1 (stereo unspecified)	8
O=C(C[C@H]1C[C@H](C(=O)N2CCOCC2)[C@@]2(CCC3CCCC3)c3[nH]c4cc(-c5ccco5)ccc4c3CCN2C1=O)NCCC1=CCCCC1	2
Cc1cc(C)n2c(SC(C)C(=O)NC3(C#N)CCCCC3)nnc2n1 (stereo unspecified)	-4
CC(C)n1cc2c(N)ncnc2n1	-6
CC1=CCC[C@H]2[C@H](C1)C(=O)C[C@@H](C)[C@]2(C)CC/C(=C/CO)CO	16
CC(=O)OCC(=O)C1(O)CCC2C3CCC4C(OC(C)=O)C(=O)CCC4(C)C3C(=O)CC21C (stereo unspecified)	7
O=C(NNC(=O)c1cccc2ccccc12)c1cccc(Br)c1	7
CC(NC(=O)CN1C(=O)NC2(CCCCC2)C1=O)c1ccc(S(N)(=O)=O)cc1 (stereo unspecified)	-2
O=C(COC(=O)c1nc(Cl)ccc1Cl)NCc1ccc(Cl)cc1Cl	1
CC(C)(O)CN(C(=O)c1ccc([N+](=O)[O-])cc1)C1CCCC1	-7
CCOC(=O)C1=CN(Cc2cccc(Br)c2)S(=O)(=O)N(C)C1C (stereo unspecified)	-1
N#Cc1ccccc1COC(=O)c1ccc2c(c1)OCCO2	9
COC(=O)/C=C/c1cccc([C@H]2[C@@H]3C=CC[C@@H](C)[C@@H]3C(=O)N2Cc2ccccc2)c1	-1
CN(C(=O)C=Cc1ccco1)c1ccccc1	5
Cc1ccc(S(=O)(=O)NCCC(=O)NCCc2ccccc2)cc1	-2
COc1ccc(CCN(C)C(=O)COC(=O)/C=C/c2ccc(C)o2)cc1OC	-2
CC(=O)Nc1cc(F)c2c(c1F)Cc1cc(F)ccc1-2	5
Cc1c2c(cc3c1[nH]c1ccccc13)C=NCC2	29
New compounds follow:
SMILES	DYRK1A inh
Cn1c2cc(Br)sc2c2cnn(Cc3ccc(F)cc3F)c(=O)c21	-10
O=C1CC(c2ccccc2)(c2ccccc2)c2ccccc21	0
Cc1ccc(S(=O)(=O)N2CCN(C(=O)COC(=O)COc3ccccc3C(C)C)CC2)c(C)c1	11
Cc1ccc(S(=O)(=O)N2C[C@@H]3CCCC[C@@H]3[C@@H](C)[C@H]2c2cn(Cc3ccccc3)c3ccc(F)cc23)cc1	-1
C[C@H](CO)N1C[C@H](C)[C@@H](CN(C)S(=O)(=O)c2cccs2)Oc2ccc(NC(=O)C3CC3)cc2C1=O	-2
Cc1ccc(S(=O)(=O)N2CCCCC2)cc1NC(=O)Cn1cnc2c1c(=O)n(C)c(=O)n2C	-3
Cc1nc(CN2CCN(S(=O)(=O)c3c(Cl)cc(Br)cc3Cl)CC2)cs1	-3
CC(C)CCCCCCCCCCCCC(=O)NCC(=O)NC1C(O)C(O)C(Nc2ncnc3nc[nH]c23)OC1C(O)CO (stereo unspecified)	-1
COc1cccc(C=Nc2cc(C(C)C)c(O)cc2C)c1O	9
Cc1nc2cc(C)c(C)cc2o1	-2
CC(C)(C)CC(C)(C)N=C1Nc2ccccc2NC12C[C@H]1CCC(=O)N3CC[C@@H](C2)[C@@H]13 (stereo partly specified)	-4
Cc1ccc(C2C(C(=O)c3cc4ccccc4o3)=C(O)C(=O)N2CCN(C)C)o1 (stereo unspecified)	-2
CC1=CC(=O)CC(C)(C)[C@@]1(O)/C=C/[C@@H](C)O[C@@H]1O[C@H](CO)[C@@H](O)[C@H](O)[C@H]1O	9
O=C1[C@H](c2ccccc2)[C@@H](c2ccccc2)N1c1ccncc1	-1
COc1ccc(CNS(=O)(=O)CCNCc2ccco2)cc1	-4
CCN1C(=O)[C@H]2[C@H]3CN=C(SCC(=O)c4ccccc4)N3[C@@](C)(C(=O)OC)[C@H]2C1=O	-2
O=C(COC(=O)C1CC1)NCc1ccccc1	1
CC(=O)Nc1cccc(C(=O)OCC(=O)N2CCN(C(=O)COC(=O)c3cccc(NC(C)=O)c3)CC2)c1	4
CCC(C)c1ccccc1N1CC(C(=O)N2CCN(S(=O)(=O)c3cccc([N+](=O)[O-])c3)CC2)CC1=O (stereo unspecified)	-2
CN(C)c1ncnc2c1C(c1ccccc1)C(C)(C)O2 (stereo unspecified)	-3
CN(CC(=O)Nc1c(Cl)cccc1Cl)C(=O)CCC(=O)c1ccccc1	-2
CN(CC(=O)Nc1ccc(Cl)c(S(=O)(=O)N2CCOCC2)c1)C(=O)c1ccc(C#N)cc1	4
CCN(CC(=O)NCc1ccc(F)cc1)C(=O)c1cccc(S(=O)(=O)N(C)c2ccc(OC)cc2)c1	-5
CCN(CC(=O)Nc1ccccc1C(F)(F)F)C(=O)CN1C(=O)NC(C)(c2ccc3ccccc3c2)C1=O (stereo unspecified)	4
NC(=S)NN=C1C=CCCC1	3

As a short view, five of the compounds above.
SMILES	DYRK1A inh
Cn1c2cc(Br)sc2c2cnn(Cc3ccc(F)cc3F)c(=O)c21	-10
O=C1CC(c2ccccc2)(c2ccccc2)c2ccccc21	0
Cc1ccc(S(=O)(=O)N2CCN(C(=O)COC(=O)COc3ccccc3C(C)C)CC2)c(C)c1	11
Cc1ccc(S(=O)(=O)N2C[C@@H]3CCCC[C@@H]3[C@@H](C)[C@H]2c2cn(Cc3ccccc3)c3ccc(F)cc23)cc1	-1
C[C@H](CO)N1C[C@H](C)[C@@H](CN(C)S(=O)(=O)c2cccs2)Oc2ccc(NC(=O)C3CC3)cc2C1=O	-2

Next compounds follow.
SMILES	DYRK1A inh
COC(=O)C/C=C/N(Cc1ccccc1OC)S(=O)(=O)CCl	1
Cc1c(NC(=O)c2cccc(NC(=O)COc3ccc(C#N)cc3)c2)c(=O)n(-c2ccccc2)n1C	-3
CC1(C)CC(NC(=O)c2ccccc2NS(=O)(=O)c2ccc(Br)cc2)CC(C)(C)N1	1
C=CCn1c(SCC(=O)c2c(N)n(C3CC3)c(=O)[nH]c2=O)nnc1-c1ccccc1OC	3
Cc1cc(C)c(C(=O)c2cccs2)c(C)c1	4
Cc1cccc(N2CCN(CC(O)COc3ccc4ccccc4c3)CC2)c1 (stereo unspecified)	-3

Sorted by value in DYRK1A inh (descending): three from the list above.
SMILES	DYRK1A inh
Cc1cc(C)c(C(=O)c2cccs2)c(C)c1	4
COC(=O)C/C=C/N(Cc1ccccc1OC)S(=O)(=O)CCl	1
Cc1cccc(N2CCN(CC(O)COc3ccc4ccccc4c3)CC2)c1 (stereo unspecified)	-3

Assay outcomes from PubChem BioAssay.

A portion of the library. The share of hits here may be higher or lower than overall.
